# High-throughput results as filed in PubChem.
# CCHFV vOTU inh: CCHFV vOTU protease inhibition; Pep-AMC fluorescence; inhibition, % at 11.5 µM; 370,000 tested, 0.55% active; AID 651958; also: 0% = vehicle wells with enzyme and 100% = no enzyme wells
# FBA Mtb inh: inhibits M. tuberculosis FBA enzyme; P9WQA3; purified M. tuberculosis FBA, fluorescence read-out; inhibition, % at 1 µM; 360,000 tested, 2.3% active; AID 588726; in the data active = inhibition above about 27%;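 also: 0% = vehicle and 100% = reference inhibitor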
# Target sequence (P9WQA3 whole entry, looked up): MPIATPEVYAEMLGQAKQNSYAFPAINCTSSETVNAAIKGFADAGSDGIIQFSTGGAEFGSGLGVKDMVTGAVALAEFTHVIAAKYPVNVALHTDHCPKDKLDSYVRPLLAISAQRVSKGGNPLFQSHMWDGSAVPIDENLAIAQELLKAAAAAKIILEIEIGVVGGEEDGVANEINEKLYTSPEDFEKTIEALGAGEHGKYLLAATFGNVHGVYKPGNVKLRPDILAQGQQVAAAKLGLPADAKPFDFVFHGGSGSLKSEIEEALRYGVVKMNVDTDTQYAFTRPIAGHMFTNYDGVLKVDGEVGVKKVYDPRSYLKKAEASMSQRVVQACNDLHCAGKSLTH
# BioA inh: BioA (M. tuberculosis) enzyme inhibition. purified M. tuberculosis BioA enzyme, plate reader. inhibition, % at 9.99 µM. 360,000 tested, 0.096% active. AID 602481; in the data active = inhibition above about 40%; inconclusive = no clear call, values can overlap the other calls
# BoNT-F LC inh: BoNT F light chain protease inhibition; inhibition, % at 10 µM; 360,000 tested, 0.22% active; Multiplex microsphere protease cleavage assay, flow cytometry; in the data active = inhibition above about 35%, passing the limit was not always enough; inconclusive = no clear call, values can overlap the other calls; also: plate controls were buffer without enzyme for full effect and enzyme alone for no effect
# FadD28 binding: M. tuberculosis FadD28 bisubstrate binding inhibition; FadD28 bisubstrate probe binding, fluorescence polarization; inhibition, % at 12.5 µM; 360,000 tested, 0.22% active; AID 588549; in the data active = inhibition above about 8.5%, passing the limit was not always enough; inconclusive = no clear call, values can overlap the other calls
# GDH-TPI inh: inhibits GDH-TPI coupling enzymes, artifact for Mtb FBA screen; GDH-TPI coupled enzyme counterscreen, NADH absorbance; inhibition, % at 4.8 µM; 360,000 tested, 1.2% active; AID 588335;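 also: 0% = DMSO wells and 100% = wells lacking the enzyme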
# UGM FP inh: blocks M. tuberculosis UGM enzyme. purified UGM, fluorescence polarization probe displacement. AID 504406. inhibition, % at 10 µM. 320,000 tested, 0.06% active; in the data active = inhibition above about 10%, passing the limit was not always enough; inconclusive = no clear call, values can overlap the other calls
# Target sequence (P9WIQ1 whole entry, looked up): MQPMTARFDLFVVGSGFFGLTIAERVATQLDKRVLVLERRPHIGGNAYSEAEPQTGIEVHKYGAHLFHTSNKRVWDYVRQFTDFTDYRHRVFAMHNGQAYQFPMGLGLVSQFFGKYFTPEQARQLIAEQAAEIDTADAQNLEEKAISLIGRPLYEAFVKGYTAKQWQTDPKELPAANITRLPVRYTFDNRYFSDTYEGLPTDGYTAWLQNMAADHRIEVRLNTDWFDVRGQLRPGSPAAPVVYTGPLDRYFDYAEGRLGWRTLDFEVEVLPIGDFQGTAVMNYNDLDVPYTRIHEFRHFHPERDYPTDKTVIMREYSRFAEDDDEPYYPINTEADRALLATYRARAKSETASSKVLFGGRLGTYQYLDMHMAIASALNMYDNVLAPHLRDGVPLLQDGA
# BoNT-A LC inh2: BoNT A light chain protease inhibition; multiplex microsphere protease substrate cleavage, flow cytometry; inhibition, % at 10 µM; 360,000 tested, 0.17% active; AID 588499; in the data active = inhibition above about 30%; inconclusive = no clear call, values can overlap the other calls; also: plate controls were buffer without enzyme for full effect and enzyme alone for no effect
# PrPC TRFRET: inhibitors of human cell surface prion protein PrPC | inhibition, % at 13.8 µM | TR-FRET read-out | 370,000 tested, 0.43% active | AID 720596; in the data active = inhibition above about 24%; also: 0% = median of the test wells and 100% = reference compound wells
# Active calls of the source: *; ? = inconclusive; · = no result given. Rule as the data show it, unless noted: active = inhibition above about 30%; inactive = the rest.
molecule,CCHFV vOTU inh,FBA Mtb inh,BioA inh,BoNT-F LC inh,FadD28 binding,GDH-TPI inh,UGM FP inh,BoNT-A LC inh2,PrPC TRFRET
CC(=O)Nc1ccc2nc(C3CC3)n(Cc3ccc(Cl)cc3)c(=O)c2c1,-3.8,7.0,·,-2.8,-0.5,1.2,1.8,-0.2,3.6
Cc1c(C(=O)NCc2ccccc2C(F)(F)F)sc(=O)n1Cc1ccc2c(c1)OCO2,0.4,-1.1,0.4,3.5,-1.7,2.4,·,0.2,-2.2
COc1ccc(S(=O)(=O)N2CCOCC2)cc1NC(=O)COc1ccc(C(C)=O)cc1OC,2.3,0.9,-1.1,-0.4,-0.9,3.5,·,1.9,3.2
CCOC(=O)c1ccc(S(=O)(=O)Nc2cc(C(C)(C)C)no2)cc1,7.8,-3.5,-1.3,-0.3,-4.4,-12.4,0.9,-1.6,0.6
Cc1ccc(Cn2c(SCC(N)=O)nc3c2c(=O)n(C)c(=O)n3C)cc1,-15.4,-0.9,-0.3,-11.9,-3.2,-0.8,-2.4,-2.5,-4.5
CCOC1=C2[C@H](c3cccs3)N(S(=O)(=O)c3ccc(C)cc3)C[C@H]2n2c(=O)n(-c3ccccc3)c(=O)n2C1,1.3,-0.8,10.7,7.6,-1.0,·,·,-0.2,14.9
COc1ccc(N2CCN(S(=O)(=O)CCNC(=O)/C=C/c3ccccc3)CC2)cc1,12.0,-0.7,·,1.0,-2.7,3.6,4.7,1.4,-9.7
CCC1SC(C)C/C(=N/NC(N)=O)C1C (configuration not stated),-9.6,-3.9,-0.7,?,-1.2,8.8,0.8,-2.2,3.6
O=C(Cc1ccccc1)Nc1scc(-c2ccccc2)c1C(=O)N1CCOCC1,·,2.8,1.2,0.4,-0.4,6.8,-1.5,0.1,·
COc1ccccc1NC(=O)C1CCCN(S(=O)(=O)c2cccc3nsnc23)C1 (configuration not stated),1.8,-4.5,-1.3,-2.2,-0.4,11.8,2.0,1.5,-23.7
C=CCN1CN(CCc2ccccc2)CNC1=S,-6.0,1.0,-0.9,6.7,-1.2,3.7,1.8,-0.1,-3.6
O=C1NC(=O)N(c2ccc(Cl)cc2)C(=O)/C1=C/c1coc2ccc(O)cc2c1=O,-4.1,0.0,4.0,3.7,2.8,21.5,0.2,0.3,-5.3
CCC(c1nnnn1C1CCCC1)N(Cc1cccs1)Cc1cc2cccc(C)c2[nH]c1=O (configuration not stated),9.6,7.6,0.0,-8.1,-1.2,6.8,1.3,0.1,0.6
COc1ccc([C@@H]2CC(=O)c3c(O)cc(O[C@@H]4O[C@H](CO[C@@H]5O[C@@H](C)[C@H](O)[C@@H](O)[C@H]5O)[C@@H](O)[C@H](O)[C@H]4O)cc3O2)cc1O,-3.1,5.0,-1.8,-4.7,0.0,7.8,3.9,1.0,7.7
CCCCN(C(=O)c1cccc(N2C(=O)c3ccccc3C2=O)c1)c1c(N)n(CC(C)C)c(=O)[nH]c1=O,9.8,2.0,0.2,-3.7,0.3,3.5,-1.5,2.3,5.7
Cc1ccc(-c2nnc(OCCN3CCOCC3)c3ccccc23)cc1,5.6,-1.6,16.6,-6.6,-2.6,-4.4,-1.7,-0.5,-2.0
COCCNC(=O)C(c1ccc(F)cc1)N(Cc1ccco1)C(=O)CCC(=O)Nc1nccs1 (configuration not stated),3.6,0.7,-3.3,-2.5,-0.5,2.2,0.9,0.6,-1.8
COc1cccc(C(=O)N(Cc2ccco2)c2c(N)n(Cc3ccccc3)c(=O)[nH]c2=O)c1,10.8,-1.0,0.6,·,1.0,-0.6,-3.5,·,-0.1
COc1ccc(S(=O)(=O)N(C)C[C@H]2Oc3ccc(NS(=O)(=O)c4ccccc4)cc3CC(=O)N([C@H](C)CO)C[C@@H]2C)cc1,5.5,0.7,-2.5,-6.5,-2.3,6.7,-3.1,-0.4,-4.4
CC(=O)N1c2ccccc2C(C)(C)C2CCC(C)CC21 (configuration not stated),0.2,-2.2,-0.9,-3.1,0.7,-4.0,2.3,0.8,-3.6
COc1ccc(C2N(c3ccc(F)cc3)C(=O)C3CCCN32)cc1 (configuration not stated),-3.5,3.1,-0.9,0.5,-0.2,8.9,-0.5,-0.3,-3.2
CC12CCC(=O)N1C(C(=O)OCc1c(Cl)cccc1Cl)CS2 (configuration not stated),26.7,3.1,1.2,11.3,-2.3,9.1,-1.1,0.8,2.0
O=C(CN1CCN(c2ccccc2F)CC1)NCc1ccc(Cl)cc1,-10.1,-0.9,3.8,3.2,-1.6,-0.5,-2.1,-2.9,-7.4
O=C(NCC(=O)N(c1ccc(F)cc1)C(C(=O)NC1CCCCC1)c1ccncc1)c1ccco1 (configuration not stated),-3.6,0.5,-1.7,-4.3,-2.3,-0.4,-4.1,0.3,-3.9
CCOc1cc(/C=N/n2cnnc2)ccc1O,-1.2,2.6,-1.5,-10.6,-2.0,33.9*,1.1,-1.0,0.8
COc1ccccc1C(=O)Nc1ccnn1C1CCN(CCCC2CCCC2)CC1,11.6,-0.3,1.9,1.7,1.2,-2.2,-1.7,-2.2,-11.7
CC(=O)N1CCN(Cc2nc3cc(Cl)ccc3c(=O)[nH]2)CC1,8.3,-2.8,0.9,0.4,1.6,4.9,-0.6,0.8,4.2
CC1=C(C(=O)OCc2ccccc2)C(c2ccc(Cl)cc2Cl)NC(=O)N1CCCC(=O)O (configuration not stated),·,8.2,0.4,-5.7,-0.6,6.7,-0.7,-0.5,·
COc1cccc(C2CC(=O)Nc3cc4c(cc32)OCCO4)c1OC(C)C (configuration not stated),0.8,-0.1,0.8,-2.4,-1.3,-3.3,2.3,-0.5,14.0
O=C1NC[C@H](CCCCN2C[C@H](Cc3ccccc3)N(CCc3ccc(O)cc3)C(=O)C2=O)N(CCc2ccccc2)C1=O,-3.8,·,·,5.7,·,·,·,0.2,-2.8
Cc1csc(NC(=O)c2nc3nccc(C)n3n2)n1,14.7,-0.1,0.1,-13.3,-2.1,27.4,-0.1,-1.0,-1.5
CCCc1nnc(NC(=O)C2CC(=O)N(C3CCCC3)C2)s1 (configuration not stated),1.3,-1.3,0.6,-2.0,0.4,-3.8,0.3,0.1,-8.1
Cc1noc(C)c1COc1ccc(C(=O)OC(C)C(=O)Nc2ccc(S(=O)(=O)N3CCOCC3)cc2)cc1 (configuration not stated),-10.3,-6.2,·,-1.0,-3.8,10.1,-0.4,0.2,-0.7
COc1ccc(CN(C(=O)/C=C/c2ccccc2Cl)C2CCS(=O)(=O)C2)cc1 (configuration not stated),4.3,2.5,0.6,-4.9,-1.4,-8.4,-3.0,-0.5,8.6
COc1ccccc1-c1cc(C(F)(F)F)nc(N2CCN(c3ccccc3)CC2)n1,-10.2,27.9*,-1.7,-22.5,0.3,-0.9,2.3,-5.2,-5.4
Cc1cc(N(CCCl)CCCl)ccc1C=NNC(=O)c1cccnc1,19.6,2.8,20.4,-11.5,3.6,50.9*,·,-0.8,-5.8
CCOCC(=O)Nc1cccc(NC(C)=O)c1,11.5,0.6,2.1,5.5,-1.8,-0.4,-0.2,-0.5,-6.3
Cc1ccc(CC(=O)NCc2ccc(Cl)cc2)cc1,-9.3,-1.2,·,-2.3,-1.6,-0.3,-1.1,-0.4,9.3
CCOC(=O)[C@@H]1[C@H]2COc3ccccc3[C@H]2N2C(=O)N(c3ccc(OC)cc3)C(=O)[C@]12C,-2.9,1.7,-0.4,-10.8,-3.4,6.0,0.8,-0.5,-0.6
Cc1nc2sc(C(c3cccc(F)c3)N3CCCC(C)C3)c(O)n2n1 (configuration not stated),2.0,-1.6,-0.1,-28.2,-1.1,3.0,-0.1,-2.5,2.6
Cc1cccc2sc(NC(=O)C3CCN(S(=O)(=O)c4cc([N+](=O)[O-])ccc4Cl)CC3)nc12,4.2,1.8,·,-3.7,-1.9,4.8,-0.3,-1.1,-0.4
COc1ccc(Cl)cc1NC(=S)NCCc1ccc(F)cc1,·,0.8,1.1,2.3,-3.2,-8.8,-4.2,2.9,·
COc1ccc(NC(=O)c2cc3ccccc3o2)cc1OC,-4.6,-1.8,21.0,-27.9,-3.6,6.9,0.2,-0.1,1.3
CC1CC(C)CN(C(C(=O)NC2CCCCC2)c2ccnc3ccccc23)C1 (configuration not stated),2.2,-2.1,5.9,-4.0,-4.4,·,·,-0.3,-0.7
O=[N+]([O-])c1cccc(S(=O)(=O)NCCCN2CCOCC2)c1,-5.1,0.0,-3.5,-0.5,-2.1,-7.2,-2.4,-0.6,-19.3
O=c1c2ccccc2ncn1CCOCCOc1cccc(Br)c1,0.1,2.7,·,-5.2,-5.4,8.5,3.4,-0.8,-2.1
O=C1OC(/C(=C\NCc2ccccc2)[N+](=O)[O-])c2ccccc21 (configuration not stated),6.2,2.8,·,-3.9,-2.4,17.0,3.4,-0.2,-3.8
O=C1/C(=C/c2coc3ccc(O)cc3c2=O)SC(=S)N1c1ccccc1,-17.4,-1.0,-3.2,-3.5,-1.1,16.9,-0.8,0.9,5.0
O=C(c1cccs1)c1coc2ccc(O)c(CN3CCOCC3)c12,-5.3,0.7,-1.4,-8.4,-1.9,11.9,-1.2,3.3,-10.4
CCN(CC)C(=O)c1cc2c(=O)oc3ccccc3c2s1,10.5,1.6,·,-0.6,0.8,26.2,1.5,-0.2,20.4
CCOC(=O)CSc1nc2ccc(C)cc2n2cnnc12,-4.5,2.6,-3.7,-1.1,2.0,20.4,4.8,0.6,-6.8
CON(C)S(=O)(=O)c1ccc2c(c1)NC(=O)C1CCCN21 (configuration not stated),-0.9,0.1,4.9,-2.6,-0.6,17.5,-2.1,-0.5,-3.4
O=C(CC(SCCO)c1ccc2c(c1)OCO2)c1cccs1 (configuration not stated),4.7,0.6,2.5,-7.6,-3.2,11.4,0.3,0.8,-2.2
O=C(c1ccc([N+](=O)[O-])s1)N1CCN(c2ccccc2)CC1,5.3,2.7,·,-3.4,0.1,21.0,0.5,0.2,4.7
CC(C)Cc1cc(C(=O)NCCc2ccccc2)no1,-2.2,-0.2,-0.5,5.4,0.1,-5.3,-1.1,0.6,1.9
COCCN(C(=O)COc1ccccc1C#N)c1c(N)n(Cc2ccccc2)c(=O)[nH]c1=O,-4.7,-0.7,·,-4.8,-2.8,1.4,1.7,-2.5,-5.0
Cc1cc(=O)[nH]c(SCC(=O)Nc2cccc(S(=O)(=O)N3CCOCC3)c2)n1,1.1,0.8,-2.0,-15.1,-3.0,1.6,-2.7,-0.7,-4.0
CC1(OC(=O)C2CCCC2)C(=O)C=C2C=C3CCCCN3C=C2C1=O (configuration not stated),·,-4.0,-0.6,-7.1,-3.9,21.9,2.8,0.1,·
O=C(COc1ccc(Cl)cc1)Nc1cc2c3c(c1)CC(=O)N3CCC2,-12.2,4.4,0.0,·,-0.9,8.8,-1.2,·,-7.6

# Ordered by molar mass (descending): some entries from above.
molecule,CCHFV vOTU inh,FBA Mtb inh,BioA inh,BoNT-F LC inh,FadD28 binding,GDH-TPI inh,UGM FP inh,BoNT-A LC inh2,PrPC TRFRET
COCCN(C(=O)COc1ccccc1C#N)c1c(N)n(Cc2ccccc2)c(=O)[nH]c1=O,-4.7,-0.7,·,-4.8,-2.8,1.4,1.7,-2.5,-5.0
Cc1cc(=O)[nH]c(SCC(=O)Nc2cccc(S(=O)(=O)N3CCOCC3)c2)n1,1.1,0.8,-2.0,-15.1,-3.0,1.6,-2.7,-0.7,-4.0
CC1(OC(=O)C2CCCC2)C(=O)C=C2C=C3CCCCN3C=C2C1=O (configuration not stated),·,-4.0,-0.6,-7.1,-3.9,21.9,2.8,0.1,·
CON(C)S(=O)(=O)c1ccc2c(c1)NC(=O)C1CCCN21 (configuration not stated),-0.9,0.1,4.9,-2.6,-0.6,17.5,-2.1,-0.5,-3.4
